Source: PubChem (several laboratories)
STAT1 blocker = inhibitors of IFN-gamma induced STAT1 signaling | inhibition, % at 5.5 µM | hit rate 0.35% among 200,000 | NIH 3T3 STAT1-luciferase reporter, luminescence;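 active = inhibition above a set limit, the mean inhibition across all tested compounds plus 3 SD, cut at about 34% in these data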;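 note: 0% = IFN-gamma with DMSO and 100% = IFN-gamma with 300 µM nifuroxazide; values of inactives mirror those of a sister screen read the other way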
Redox H2O2 prof = compounds producing H2O2 with reducing agent – biochemical, NIH compound library profiling, artefact control for MLSCN library redox annotation, primary screen; DTT-dependent redox cycling H2O2, phenol red/HRP absorbance; 100% = 100 µM peroxide control, 0% = buffer; activation, % at 10 µM; hit rate 0.03% among 200,000; AID 878;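 active = activation of at least 50% relative to the plate's high and low controls in the primary single-dose screen; inactive = activation below 50%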;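 note: compound incubated with DTT at 0.8 mM final as the reducing agent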
Hsp70 activator = Hsp70 transcriptional activation, primary screen; HeLa Hsp70 promoter luciferase reporter, luminescence; scaled: vehicle 0, proteasome-inhibitor control 100%; hit rate 0.04% among 200,000; activation, % at 10 µM;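 active = activation above the mean across all tested compounds plus 3 SD, cutoff set per campaign, cut at about 5.5% in these data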;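 note: 100% = MG132 at 30 µM as the positive control and 0% = DMSO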
NF-kB expr up = compounds increasing NF-kB expression in human neuronal cells; hit rate 1.6% among 190,000; fold change at 12.5 µM; NF-kB reporter expression; active compounds read high; in the data active = fold change above about 3.3
STAT3 blocker = reduces IL-6 driven STAT3 reporter signal | U3A cells, IL-6 STAT3-luciferase reporter, luminescence; host cell line lacks STAT1 | inhibition, % at 5.5 µM | hit rate 0.89% among 190,000 | AID 862;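 active = inhibition above the mean inhibition across all screened compounds plus 3 SD, cut at about 44% in these data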;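 note: 0% = DMSO only wells and 100% = 100 µM nifuroxazide control wells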
STAT3 act = activators of IL-6 induced STAT3 signaling. activation (% of control), % at 5.6 µM. U3A cells, IL-6 STAT3-luciferase reporter, luminescence; 100% = signal with IL-6 EC80 alone. AID 871. hit rate 0.91% among 190,000;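 active = activation above the screen-wide mean of compound activation plus 3 SD, cut at about 130% in these data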;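 note: 0% = background luminescence of wells with medium and substrate only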
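System – human U3A cells carrying STAT3-luciferase construct · Probe or stimulus – Interleukin-6, 33 ng/mL · Schedule – compound 1 h, then IL-6 6 h at 37 °C · Signal – luminescence from STAT3-driven luciferase reporter · Evaluation – percent of IL-6-only median luminescence · Benchmarks – IL-6-only high control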
Efa HMGR inh = E. faecalis class II HMG-CoA reductase inhibition | purified E. faecalis HMGR, NADPH absorbance 340 nm kinetic | inhibition, % at 10 µM | hit rate 0.41% among 190,000 | AID 1066;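 active = inhibition above a set limit, the median over all tested compounds plus 3 SD, cut at about 9.5% in these data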;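 note: enzyme runs in reverse so mevalonate oxidation gives rising NADPH absorbance; 0% = complete reaction with DMSO and 100% = background rate lacking mevalonate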
APP 5'UTR act = activates APP 5'UTR luciferase reporter | activation, % at 2 µM | SH-SY5Y APP 5'UTR luciferase reporter, luminescence; zero percent = DMSO vehicle wells | hit rate 1% among 190,000 | AID 1276;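 active = activation above a set limit, based on mean plus 3 SD of controls, cut at about 140% in these data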; note: values of inactives mirror those of a sister screen read the other way
TLR4 MyD88 comp = TLR4-MyD88 interaction inhibition in cells; inhibition, % at 8.4 µM; hit rate 0.18% among 200,000; HeLa CL3-4 TLR4/MyD88 BLA complementation, FRET ratio; in the data active = inhibition above about 25%;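 note: 0% = vehicle and 100% = reference inhibitor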
Target sequence (O00206 whole entry, looked up): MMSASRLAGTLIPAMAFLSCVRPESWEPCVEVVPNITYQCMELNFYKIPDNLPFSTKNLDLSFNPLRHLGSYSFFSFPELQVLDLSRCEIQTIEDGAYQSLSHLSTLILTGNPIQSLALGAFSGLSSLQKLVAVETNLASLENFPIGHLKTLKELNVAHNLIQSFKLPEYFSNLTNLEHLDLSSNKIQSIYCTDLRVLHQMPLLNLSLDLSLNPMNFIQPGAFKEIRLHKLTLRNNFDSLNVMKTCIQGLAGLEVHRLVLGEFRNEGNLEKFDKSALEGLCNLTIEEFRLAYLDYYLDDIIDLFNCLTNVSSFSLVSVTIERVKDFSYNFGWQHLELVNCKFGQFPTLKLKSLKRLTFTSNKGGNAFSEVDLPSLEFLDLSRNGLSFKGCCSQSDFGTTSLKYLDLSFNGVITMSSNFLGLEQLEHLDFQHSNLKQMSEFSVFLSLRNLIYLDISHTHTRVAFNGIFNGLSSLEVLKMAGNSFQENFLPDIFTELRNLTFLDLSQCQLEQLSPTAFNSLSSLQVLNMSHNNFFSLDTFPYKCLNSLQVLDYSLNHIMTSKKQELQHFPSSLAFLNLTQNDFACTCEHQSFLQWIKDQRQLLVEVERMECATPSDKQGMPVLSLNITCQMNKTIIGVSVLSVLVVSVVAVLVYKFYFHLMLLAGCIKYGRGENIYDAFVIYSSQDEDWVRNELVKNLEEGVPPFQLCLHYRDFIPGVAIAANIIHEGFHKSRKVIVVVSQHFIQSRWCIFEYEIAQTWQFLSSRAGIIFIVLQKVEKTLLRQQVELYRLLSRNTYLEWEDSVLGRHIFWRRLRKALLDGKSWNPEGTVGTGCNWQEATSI
Target sequence (Q99836 whole entry, looked up): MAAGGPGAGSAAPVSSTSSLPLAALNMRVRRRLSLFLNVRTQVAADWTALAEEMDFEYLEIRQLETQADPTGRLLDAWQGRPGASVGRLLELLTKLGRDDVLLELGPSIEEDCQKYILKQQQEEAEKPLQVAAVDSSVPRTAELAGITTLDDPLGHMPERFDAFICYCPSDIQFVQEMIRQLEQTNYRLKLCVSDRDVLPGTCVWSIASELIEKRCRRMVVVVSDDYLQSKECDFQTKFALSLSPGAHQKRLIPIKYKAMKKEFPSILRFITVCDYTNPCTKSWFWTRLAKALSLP
STAT1 act = increases IFN-gamma driven STAT1 reporter signal; NIH 3T3 STAT1-luciferase reporter, luminescence; 100% = IFN-gamma alone, no compound; activation (% of control), % at 5.5 µM; hit rate 2.6% among 200,000; AID 932;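 active = activation above the screen-wide mean activation plus 3 SD, cut at about 130% in these data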;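 note: raw ratio to IFN-gamma control signal so 100% means no change and 0% no light; values of inactives mirror those of a sister screen read the other way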
Starred values were filed as active, the others as inactive; / = no result given.

No.	structure	STAT1 blocker	Redox H2O2 prof	Hsp70 activator	NF-kB expr up	STAT3 blocker
1	CCC/C(=N\NC(=O)CNC(=O)/C=C/c1ccco1)c1ccccc1	10	-0.4	-0.4	1.4	0
2	CC12CCC(C)(c3nc4ccccc4nc31)C2(C)C	4	-1.5	-0.3	1	12
3	Cc1ccccc1OCc1nc(-c2ccc(-n3cccc3)cc2)no1	3	0.3	-0.1	0.85	24
4	C#CCOC(=O)c1ccccc1C(=O)OCC#C	0	0.4	0.1	1.1	1
5	O=C(Nc1cccc(C(F)(F)F)c1)c1ccco1	-2	0.9	0.0	1.4	18
6	COc1ccc(NC(=O)c2ccc3ccccc3c2)cc1NS(=O)(=O)c1ccc(F)cc1	5	3.8	-0.3	0.82	8
7	C=CCn1c(SCC(=O)N2CCCCC2)nnc1-c1ccncc1	3	0.0	0.0	1.4	13
8	Cc1ccnc(N2CCC(C(=O)Nc3cccc(C(F)(F)F)c3)CC2)n1	-2	-2.7	-0.2	0.82	12
9	COc1cccc(-n2nnnc2SCC(=O)Nc2cccc(NC(C)=O)c2)c1	-4	-0.2	-0.1	1.3	10
10	CCC(CO)NC1=CC(=O)CCC1 (stereo not drawn)	9	-0.1	-0.1	1	12
11	O=C1CCN(C(=O)Nc2ccccc2Cl)N1	-9	-11	-0.5	1	6
12	CCNC(=S)NNC(=S)NCc1ccccc1	1	-0.4	-0.4	1.4	0

No.	STAT3 act	Efa HMGR inh	APP 5'UTR act	TLR4 MyD88 comp	STAT1 act
1	99	0	34	6	91
2	95	-1	3	-15	95
3	87	2	-9	-9	97
4	103	-3	-2	5	100
5	88	-7	2	-8	102
6	95	3	-7	-12	95
7	93	-5	8	-13	96
8	95	-10	-15	4	103
9	92	-3	1	7	104
10	94	0	-11	1	91
11	100	1	20	-5	108
12	101	-2	11	1	98

Next records
No.	structure	STAT1 blocker	Redox H2O2 prof	Hsp70 activator	NF-kB expr up	STAT3 blocker
13	COc1cc(CCN2C(=O)c3cccc4cccc(c34)C2=O)c(S(=O)(=O)NCCCO)cc1OC	-4	0.2	-0.6	0.76	21
14	Cc1sc2c(c1C)c(=O)nc1scc(CC(=O)O)n12	-11	0.1	-0.3	1.1	-6
15	CCCCC(=O)NC(c1ccc([N+](=O)[O-])cc1)c1c(O)ccc2ccccc12 (stereo not drawn)	0	-0.5	-0.1	0.49	-6
16	NC1=NC2(CCN(Cc3ccccc3)CC2)n2c(nc3ccccc32)N1	2	1.9	0.1	1.1	6
17	CC1(C)Cc2ccccc2-c2nnc(-c3ccccn3)n21	-11	0.2	-0.1	0.78	16
18	Cc1ccc(-c2noc(-c3ccccc3C(=O)N3CCCC3)n2)cc1	-23	0.4	0.0	0.89	-27
19	CCOc1ccc(S(=O)(=O)N(CC(=O)N/N=C/c2ccc(-c3ccc([N+](=O)[O-])cc3)o2)c2ccccc2)cc1	2	-3.6	-0.1	1.2	1
20	CC(C(=O)Nc1ccccc1Cl)N(c1ccccc1)S(C)(=O)=O (stereo not drawn)	-10	-0.7	0.1	0.95	-2
21	CC1CCN(c2ccccc2NC(=S)NC(=O)c2ccco2)CC1	-4	1.6	-0.4	/	6
22	O=C(Nc1ccc(Br)cc1F)C1CCCN(S(=O)(=O)c2cnc[nH]2)C1 (stereo not drawn)	-4	-0.6	-0.5	1.1	8
23	O=C(NNC1CC(=O)N(c2ccc(Cl)cc2)C1=O)c1ccccc1Cl (stereo not drawn)	-3	-2.0	-0.1	1.3	6
24	CN(C)S(=O)(=O)c1cccc(NC(=O)COC(=O)c2ccc3c(c2)OCO3)c1	3	-0.2	-0.1	1	3

No.	STAT3 act	Efa HMGR inh	APP 5'UTR act	TLR4 MyD88 comp	STAT1 act
13	89	-6	0	-3	104
14	105	3	1	-4	110
15	103	-1	-12	-12	100
16	99	-1	10	9	99
17	96	0	10	1	110
18	128	0	17	-11	121
19	103	-2	-7	65*	98
20	106	-1	21	-20	107
21	103	/	-5	-2	104
22	98	1	-2	5	104
23	98	-6	0	-4	102
24	96	-4	7	-18	97

More compounds
No.	structure	STAT1 blocker	Redox H2O2 prof	Hsp70 activator	NF-kB expr up	STAT3 blocker
25	CCOc1ccc(N2CC(C(=O)Nc3ccc4c(c3)OCO4)CC2=O)cc1 (stereo not drawn)	-3	-0.7	-0.2	1.1	6
26	CCCCOC(=O)Nc1cc(OC)c(Cl)cc1OC	-3	-2.4	-0.2	0.92	9
27	CCCS(=O)(=O)N1CCn2c(nc3ccccc32)C1	1	-0.5	0.0	1.2	4
28	CCCc1[nH][nH]c(=O)c1C(c1ccccc1)C(C#N)C#N (stereo not drawn)	5	3.9	-0.3	0.94	-1
29	CCOC(=O)C1CCN(Cc2c(F)cccc2Cl)CC1	3	2.1	-0.3	1.3	9
30	C=CCn1c(C)cc(/C([O-])=C(/C(=S)Nc2ccc(OC(F)F)cc2)[n+]2ccc(N(C)C)cc2)c1C	-1	-0.5	-0.2	0.84	5
31	CC(=O)Nc1ccccc1OCc1nnc(-c2ccc(Cl)cc2)o1	-12	-2.3	0.1	1.3	14
32	Cn1c(-c2ccc3c(c2)OCO3)cnc1NCc1ccccc1Cl	-45	0.0	0.3	2.3	20
33	COC(=O)C1=C(C)N=C2SCCC(=O)N2C1c1cccs1 (stereo not drawn)	15	-0.4	0.0	1.1	14
34	Cc1ccc(CNC(=O)Nc2cccc(C)c2)cc1	-21	-0.4	0.1	1.6	7
35	COc1ccc(OCC(=O)Nc2ccc(NC(=O)c3ccco3)cc2)cc1	-1	1.9	-0.4	1.3	5
36	COc1ccc2c(CC(=O)Nc3c(C)n(C)n(-c4ccccc4)c3=O)coc2c1	6	0.3	-0.3	0.95	1

No.	STAT3 act	Efa HMGR inh	APP 5'UTR act	TLR4 MyD88 comp	STAT1 act
25	99	0	-24	-20	105
26	96	-2	-7	6	105
27	104	-3	-10	-9	99
28	105	3	-4	2	96
29	96	0	13	4	97
30	100	3	4	2	100
31	92	1	10	-4	110
32	88	0	60	-2	140*
33	92	-6	-4	13	87
34	98	0	51	-13	116
35	104	-4	12	7	101
36	98	-6	/	-6	95

(continued)
No.	structure	STAT1 blocker	Redox H2O2 prof	Hsp70 activator	NF-kB expr up	STAT3 blocker
37	COc1cc2c(cc1NC(=O)Nc1ccc(C)cc1)oc1ccccc12	-10	0.1	0.2	1.3	6
38	CCOc1ccc(C(=O)NC(=S)Nc2ccccc2OC)cc1[N+](=O)[O-]	-2	-0.1	-0.2	1.4	-2
39	CCCCOc1ccc(S(=O)(=O)Nc2cccnc2)cc1	19	0.8	0.0	0.84	27
40	Fc1ccc(C2NCCn3cccc32)cc1 (stereo not drawn)	0	1.8	0.0	1.1	-1
41	COc1cc(N=C2C(=O)N3c4c(cccc42)C(C)=CC3(C)C)cc(OC)c1	2	-0.4	-0.3	1.1	-3
42	Cc1ccccc1OCC(=O)Nc1ccccc1CO	0	1.6	0.1	1.2	7
43	COc1ccc(NC(C)=O)cc1NC(=O)CN1CCN(S(=O)(=O)c2ccc(C(C)C)cc2)CC1	4	0.6	-0.1	1	-5
44	Cc1csc2ncc(C(=O)Nc3ccon3)c(=O)n12	-6	2.7	0.4	1.3	14
45	O=C(CSCc1ccc(Cl)cc1)Nc1ccc(S(=O)(=O)N2CCCCCC2)cc1	2	0.4	-0.3	0.99	4
46	COC(/C=C/Nc1ccc(OC)cc1)=C(C#N)C#N	-2	1.1	-0.2	1.1	2
47	CC1(C)CC(O)C(C)(C)N1O (stereo not drawn)	0	-1.0	-0.2	1	5
48	CCN1CC(C)C(O)(c2ccccc2)CC1C (stereo not drawn)	1	0.2	-0.1	1	1

No.	STAT3 act	Efa HMGR inh	APP 5'UTR act	TLR4 MyD88 comp	STAT1 act
37	94	5	-9	7	110
38	104	-1	-8	-2	101
39	78	-1	-12	-4	82
40	105	0	8	-5	100
41	102	-10	-9	2	98
42	96	-3	12	-2	100
43	106	-3	-6	0	96
44	91	-6	-2	-11	105
45	96	-4	-1	-18	99
46	107	5	-11	1	103
47	100	-3	4	-2	100
48	99	-4	-1	-3	95

The final two compounds of the part before are carried over, then new ones follow:
No.	structure	STAT1 blocker	Redox H2O2 prof	Hsp70 activator	NF-kB expr up	STAT3 blocker
47	CC1(C)CC(O)C(C)(C)N1O (stereo not drawn)	0	-1.0	-0.2	1	5
48	CCN1CC(C)C(O)(c2ccccc2)CC1C (stereo not drawn)	1	0.2	-0.1	1	1
49	CCC(C)NC(=O)Cn1nc(C(F)(F)F)c2c1CCCC2 (stereo not drawn)	-3	2.1	-0.1	1.3	-1
50	O=C1C2C3C=CC(CC3)C2C(=O)N1/N=C/c1c(O)ccc2ccccc12 (stereo not drawn)	-15	2.9	0.0	1	-3
51	CC(=O)O[C@H]1CC[C@H]2[C@@H]3CCc4cc(O)ccc4[C@H]3CC[C@]12C	-13	0.0	-0.4	1.4	4
52	Cc1nc(N2CCN(S(=O)(=O)c3ccccc3)CC2)c2cc(-c3ccccc3)sc2n1	-3	0.0	0.1	1.5	14
53	CCN(C(=O)C(C)Cl)c1ccccc1 (stereo not drawn)	1	8.6	-0.1	1	3
54	Clc1ccc(-c2nnc3sc(Cc4cccs4)nn23)c(Cl)c1	-3	-1.0	-0.2	1.2	-8
55	Cc1ccc(S(=O)(=O)N(CC(=O)NN=C2CCN(C)CC2)c2ccc(F)cc2)cc1	-8	-0.3	-0.2	0.83	6
56	CC(=O)c1nn(-c2ccc(Br)cc2)cc1C(=O)c1ccco1	-3	1.9	-0.2	1.2	29
57	N#C/C(=C\c1cn(CCOc2ccccc2)c2ccccc12)C(=O)NCc1cccs1	4	0.1	-0.2	0.88	5
58	NC(=O)c1cc([N+](=O)[O-])ccc1NCCN1C(=O)c2ccc(C(=O)O)cc2C1=O	2	-1.6	-0.2	1.2	9

No.	STAT3 act	Efa HMGR inh	APP 5'UTR act	TLR4 MyD88 comp	STAT1 act
47	100	-3	4	-2	100
48	99	-4	-1	-3	95
49	102	-13	15	-5	106
50	108	0	3	-1	114
51	99	0	9	-18	112
52	92	1	-2	6	103
53	100	-3	3	-1	100
54	111	-3	-19	6	103
55	103	1	21	-21	105
56	80	1	-4	-1	102
57	94	-4	7	-16	97
58	95	-5	9	11	97

Quoted at random: 2 records from the list
No.	structure	STAT1 blocker	Redox H2O2 prof	Hsp70 activator	NF-kB expr up	STAT3 blocker
54	Clc1ccc(-c2nnc3sc(Cc4cccs4)nn23)c(Cl)c1	-3	-1.0	-0.2	1.2	-8
49	CCC(C)NC(=O)Cn1nc(C(F)(F)F)c2c1CCCC2 (stereo not drawn)	-3	2.1	-0.1	1.3	-1

No.	STAT3 act	Efa HMGR inh	APP 5'UTR act	TLR4 MyD88 comp	STAT1 act
54	111	-3	-19	6	103
49	102	-13	15	-5	106
